# EBV gp42 block: EBV gp42 inhibition. Q1HVG2. Fluorescence polarization binding assay, mP read-out. inhibition, % (tested at 21.74 µM). 0.42% of 220,000 active. AID 1085; in the data active means inhibition above about 50%
# Calpain2 inh: calpain II (pig) inhibition; purified calpain II, fluorogenic peptide substrate, 30 min; inhibition, % at 16 µM; 0.37% of 220,000 active; AID 1236;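 active means inhibition above about 50%, limit read from the data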
# p97 ATPase inh: inhibitors of human p97 ATPase; recombinant p97 ATPase, Kinase-Glo ATP luminescence, 3 h; 0.42% of 220,000 active; P55072; inhibition, % at 8 µM; AID 1481; in the data active means inhibition above about 15%;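 further: 0% = DMSO vehicle and 100% = wells lacking enzyme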
# NCF1 inh: blocks human p47phox regulatory protein of NADPH oxidases; P14598; p47phox/p22phox peptide binding, fluorescence polarization, 2 h; inhibition, % at 24.7 µM; 0.53% of 220,000 active;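 active means inhibition above about 30%, limit read from the data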;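 further: 0% = p47phox with labelled peptide and 100% = labelled peptide alone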
# RBBP9 inh: inhibitors of human serine hydrolase RBBP9; O75884; recombinant RBBP9, FP-Rh probe fluorescence polarization; inhibition, % at 7.94 µM; 0.2% of 220,000 active;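 active means inhibition above the campaign mean of all tested compounds plus 3 SD, cut at about 14% in these data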;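 further: plate controls were DMSO wells with RBBP9 for no effect and wells lacking RBBP9 protein for full effect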
# Target sequence (O75884 whole entry, looked up): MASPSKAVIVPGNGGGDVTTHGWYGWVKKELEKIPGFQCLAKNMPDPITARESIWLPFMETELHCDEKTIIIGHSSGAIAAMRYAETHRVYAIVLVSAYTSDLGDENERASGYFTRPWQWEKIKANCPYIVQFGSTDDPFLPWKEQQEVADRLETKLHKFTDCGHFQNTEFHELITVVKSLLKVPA
#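 System: RBBP9 protein | Quantity: 2.5 µM RBBP9 dispensing solution, before mixing | Reagent: FP-Rh probe, 375 nM dispensing solution | Timing: Enzyme-compound preincubation 30 min, then probe labeling 45 min, 25 °C | Measured by: Fluorescence polarization | Read-out: % inhibition | Replication: One well per compound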
# Runt-CBFb FRET: Runt domain-CBFb interaction inhibition; 0.46% of 220,000 active; Cerulean-Runt/Venus-CBFb FRET ratio 530/480, 1 h; AID 1496; inhibition, % at 20 µM;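 active means inhibition over about 50% at 20 µM in the single-dose screen, limit read from the data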;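 further: 0% = DMSO wells and 100% = excess unlabeled CBFb competitor control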
# Target sequence (Q01196 whole entry, looked up, the tested form may be a part): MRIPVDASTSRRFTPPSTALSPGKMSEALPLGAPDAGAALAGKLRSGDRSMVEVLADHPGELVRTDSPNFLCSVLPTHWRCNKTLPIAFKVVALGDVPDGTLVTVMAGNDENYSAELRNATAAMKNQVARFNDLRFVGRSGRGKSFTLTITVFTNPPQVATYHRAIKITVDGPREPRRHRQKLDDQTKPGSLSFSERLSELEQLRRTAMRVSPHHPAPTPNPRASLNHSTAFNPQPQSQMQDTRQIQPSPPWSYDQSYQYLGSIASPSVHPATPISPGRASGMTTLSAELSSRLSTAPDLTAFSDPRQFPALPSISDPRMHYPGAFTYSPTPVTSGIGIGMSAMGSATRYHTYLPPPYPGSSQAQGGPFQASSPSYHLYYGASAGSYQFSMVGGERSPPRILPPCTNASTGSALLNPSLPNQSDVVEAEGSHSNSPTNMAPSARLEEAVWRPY
# Target sequence (Q13951 whole entry, looked up, the tested form may be a part): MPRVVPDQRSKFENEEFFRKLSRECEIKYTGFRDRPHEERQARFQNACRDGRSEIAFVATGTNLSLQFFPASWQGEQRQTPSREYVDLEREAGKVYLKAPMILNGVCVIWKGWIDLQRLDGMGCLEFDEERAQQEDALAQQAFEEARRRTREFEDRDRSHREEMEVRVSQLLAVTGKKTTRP
#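 test system = Cerulean-Runt domain fusion protein, energy donor | probe or stimulus = Venus-CBFb binding partner, 100 nM | incubation = two 1 h room-temperature incubations shielded from light | detection = fluorescence energy transfer, 422 nm excitation, 530/480 nm emission | measure = loss of energy transfer signal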
# Runt-SMMHC FRET: inhibitors of human RUNX1 Runt domain binding to CBFb-SMMHC. Cerulean-Runt/Venus-CBFb-SMMHC FRET ratio 530/480, 1 h. Q01196+Q13951. 0.74% of 220,000 active. inhibition, % at 20 µM. AID 1434;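 active means mean inhibition across duplicate retests at 20 µM reaching about 50%, limit read from the data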;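 further: 0% = DMSO wells and 100% = wells with excess untagged CBFb-SMMHC; inhibitors lower the FRET ratio by blocking Runt binding to CBFb-SMMHC; some results filed as inactive read as strong as hits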
# Furin inh: human furin inhibition; P09958; purified furin, fluorogenic substrate cleavage; inhibition, % at 30 µM; 0.061% of 220,000 active; AID 463115; in the data active means inhibition above about 25%; further: inactives centre near -15
# TbHK1 inh: T. brucei hexokinase 1 inhibition; recombinant TbHK1, G6PDH-coupled NADH A340; inhibition, % at 10 µM; 0.11% of 220,000 active;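 active means inhibition of 50% or more in the single-dose primary screen; inactive means inhibition below 50%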
# * marks the source's active call; other numbers are inactive results; / = not tested or not shown; [ ] = remark or other dose.
cpd	SMILES	p97 ATPase inh	Runt-CBFb FRET	Calpain2 inh	EBV gp42 block	Runt-SMMHC FRET	TbHK1 inh	RBBP9 inh	Furin inh	NCF1 inh
1	Cc1nnc2ccc(Oc3ccc(-c4ccccc4)cc3)nn12	-1	-2	7	-28	0	-5	-4	-29	-3
2	CC1CCN(c2c([N+](=O)[O-])c(=O)oc3ccccc23)CC1	5	0	-11	-10	-2	-18	-5	-18	3
3	CCN(CC)S(=O)(=O)c1ccc2c3c(cccc13)C(=O)N2	4	4	-207	-18	6	-15	-2	-22	-7
4	COc1ccc(CNC(=O)c2cccc(S(=O)(=O)N3CCN(C)CC3)c2)cc1	4	-1	-12	0	1	-3	2	-10	-3
5	Cc1cc(NC(=O)c2ccccc2Cl)n(C(C)(C)C)n1	4	0	-8	-17	0	-6	-2	-23	-21
6	CCCn1nnnc1NCc1ccc(F)cc1	4	-1	-19	-9	1	-5	-8	-28	-6
7	CCSc1nc(=S)cc(C)[nH]1	3	45	-13	-1	6	-4	4	-4	-6
8	CCCCOC(=O)C(C)Nc1n[nH]c(=O)[nH]c1=O (stereo not given)	8	1	-9	-6	39	1	-1	-14	-11
9	Cc1cc2nnc(SCC(=O)OC(C)C)n2c2ccccc12	0	-3	6	-1	-8	-3	-2	-7[20 µM]	1
10	COc1ccc2[nH]c(C(=O)NCCN3CCCCC3)cc2c1	-3	-2	-153	8	-4	-20	-9	-16	-3
11	Cc1ccc(NC(=O)c2ccc(-c3nn(C)c(=O)c4ccccc34)cc2)c(C)c1	2	-5	-21	-3	3	1	-10	-10[20 µM]	-6
12	CCC(C)(C)n1nnnc1C(c1cccnc1)N1CCN(c2cccc(C(F)(F)F)c2)CC1 (stereo not given)	-1	-8	-25	4	-6	-6	4	-20[20 µM]	-9
13	O=C(Nc1ccccn1)c1ccc(CN(c2ccccc2)S(=O)(=O)c2ccccc2)cc1	-1	0	18	-1	2	-2	-14	-10	-7
14	COc1ccc(C2C(C#N)=C(N)Oc3n[nH]c(C)c32)cc1Cn1nc(C)c([N+](=O)[O-])c1C (stereo not given)	-6	0	7	-15	-1	-1	-10	-3[20 µM]	-11
15	Cc1cc(C)c(C#N)c(SCc2nc3ccccc3[nH]2)n1	1	4	1	-1	13	-2	-5	-10[20 µM]	-5
16	COCC(C)n1c(C)cc(C(=O)COc2ccc(S(=O)(=O)N3CCOCC3)cc2Cl)c1C (stereo not given)	-2	0	0	-2	-1	-9	-2	-13	-3
17	CC12CCC(C(=O)Nc3ccccc3N3CCOCC3)(CC1=O)C2(C)C (stereo not given)	-4	2	3	-19	20	33	-2	-14	-1
18	COC(=O)c1ccc(C)c(NC(=O)CCSc2ccc(C)cc2)c1	-1	-1	11	-9	3	-3	-12	-10	-7
19	CCN1C(=O)/C(=C2/Sc3ccc(OC)cc3N2C)SC1=Nc1ccc(OC)cc1	-2	2	-42	-10	-3	8	-7	-7	3
20	CCN1CCN(C(=O)Nc2cccc3ccccc23)CC1	2	-2	-50	-19	2	1	-4	-14[20 µM]	-5
21	CCc1nc(NCc2cccnc2)c2oc3ccccc3c2n1	3	-3	-33	7	6	-3	-3	-25[20 µM]	-23
22	COc1ccc(CCNC(=O)COc2ccc(S(=O)(=O)NCC(C)C)cc2Cl)cc1OC	-4	-6	8	-26	-3	-1	5	-11	-5
23	Nc1nnnn1/N=C/c1cccc(OCc2ccccc2Cl)c1	-4	-1	-9	-11	4	-9	-6	-5[20 µM]	-9
24	Cc1ccc2c(c1)c1c3n2CCN=C3CCC1	5	-8	-55	-14	-29	-226	-9	5	2
25	O=C(NC1CCN(C(=O)NC2CCCCC2)CC1)c1ccco1	7	-2	-10	-17	-2	-1	-3	-22	-13

# Compound profiles (already shown). Screens in order: p97 ATPase inh, Runt-CBFb FRET, Calpain2 inh, EBV gp42 block, Runt-SMMHC FRET, TbHK1 inh, RBBP9 inh, Furin inh, NCF1 inh
# CCc1nc(NCc2cccnc2)c2oc3ccccc3c2n1 is listed with 3, -3, -33, 7, 6, -3, -3, -25[20 µM], -23
# Cc1ccc2c(c1)c1c3n2CCN=C3CCC1 is listed with 5, -8, -55, -14, -29, -226, -9, 5, 2
# O=C(NC1CCN(C(=O)NC2CCCCC2)CC1)c1ccco1 is listed with 7, -2, -10, -17, -2, -1, -3, -22, -13
# Cc1cc(NC(=O)c2ccccc2Cl)n(C(C)(C)C)n1 is listed with 4, 0, -8, -17, 0, -6, -2, -23, -21
# COc1ccc(CCNC(=O)COc2ccc(S(=O)(=O)NCC(C)C)cc2Cl)cc1OC is listed with -4, -6, 8, -26, -3, -1, 5, -11, -5

# Continuation:
cpd	SMILES	p97 ATPase inh	Runt-CBFb FRET	Calpain2 inh	EBV gp42 block	Runt-SMMHC FRET	TbHK1 inh	RBBP9 inh	Furin inh	NCF1 inh
26	CCN(CCn1cccn1)C(=O)CC1C(=O)NCCN1Cc1ccc(OC)c(OC)c1 (stereo not given)	-8	/	17	0	/	3	-4	-5	0
27	CC(C(=O)O)c1n[nH]c(=O)c2ccccc12 (stereo not given)	6	2	-19	-6	-1	-4	-5	-16[20 µM]	2
28	COc1cc(OC)c(OC)cc1/C=N/NC(=O)c1ccc(=O)n(C)c1	-10	0	25	6	0	-38	-10	-8	-9
29	COc1ccc([N+](=O)[O-])cc1NC(=O)C(C)N(C)Cc1cccc(OC)c1OC (stereo not given)	5	1	44	0	0	-12	-2	-11	4
30	Cc1ccc(CC2SC(=O)NC2=O)cc1Cl (stereo not given)	-1	4	-2	-2	1	-3	-10	-15	-8
31	Cc1nn(-c2ccccc2)c(N2CCCCC2)c1/C=N/O	5	0	-8	1	3	6	-3	-8	0
32	Nc1ccc(C(=O)N/N=C2\CCCc3c2[nH]c2ccccc32)cc1	1	1	-20	-9	2	-21	6	0[20 µM]	-15
33	CC(=O)C1=C(O)C(=O)N(CC(=O)O)C1c1ccccc1Cl (stereo not given)	0	2	11	-7	-3	-23	-6	3	-2
34	COc1ccc(C(=O)O)cc1S(=O)(=O)N(C)C	4	0	-13	-8	-1	-5	-2	-29	4
35	COc1ccc(OC)c(N(CC(=O)NCc2ccccn2)S(C)(=O)=O)c1	0	6	6	-11	3	2	0	-19	-1
36	CC(C)/C=N/NC(=O)c1cccc(N2CCCC2=O)c1	1	0	5	8	3	-5	-1	-9	4
37	CC1CCN(c2c(NCC3CCC(C(=O)NCCc4ccc(Cl)cc4)CC3)c(=O)c2=O)CC1 (stereo not given)	3	2	-19	-9	1	-10	-4	-19	-15
38	O=c1cc2c(nn1Cc1ccccc1)-c1ccccc1CC2	-6	-3	35	-3	-3	8	-4	-4	-7
39	COc1ccc(-c2noc(-c3cc(C)cc(C)c3)n2)cc1OC	-1	-2	22	-21	1	-7	-5	-7	-6
40	Cc1cccc(NC(=O)CN(C)S(=O)(=O)c2cccc3cccnc23)c1	1	1	-3	-7	0	3	-6	-38	-15
41	O=C(COC(=O)CC1CC2CCC1C2)NC(=O)NCc1ccco1 (stereo not given)	0	0	-2	0	2	9	-7	-15[20 µM]	-6
42	Cn1c(=O)[nH]c(=O)c2c1nc(N1CCCCCC1)n2CCOc1ccccc1	1	/	1	-13	/	-3	-4	-19	-12
43	O=C(COC(=O)c1ncc(Cl)c(Cl)c1Cl)Nc1ccccc1OC(F)F	-4	-1	12	-3	0	0	-5	-6	1
44	Cc1cc(C)c(NC(=O)Nc2ccccc2C)c(Cl)c1	-1	3	27	-10	1	6	-6	-9	3
45	Cc1ccc2oc(=O)c3cnn(CC(=O)N(CCN(C)C)Cc4ccco4)c3c2c1	0	4	12	-5	-2	8	3	-11	-11
46	Cc1nnsc1S(=O)(=O)Cc1ccccc1Cl	3	-2	-18	-24	1	6	1	-1[20 µM]	-4
47	c1ccc(-c2noc(-c3cccc4ccccc34)n2)cc1	-1	-1	-3	-12	2	-9	-5	-18	-25
48	COc1ccc(OC)c(NC(=O)CCNS(=O)(=O)c2ccc3c(c2)oc(=O)n3C)c1	4	-2	-1	9	-3	1	-4	-8	-6
49	Cc1ccc(NC(=O)N2CCc3ccccc3C2)cc1	-6	-2	10	0	-10	1	-8	-4[20 µM]	-2
50	CC(C)C(NC(=O)c1ccccc1)C(=O)NCCc1ccccc1 (stereo not given)	1	2	-20	-8	0	-6	1	-12	-3

# Continued.
cpd	SMILES	p97 ATPase inh	Runt-CBFb FRET	Calpain2 inh	EBV gp42 block	Runt-SMMHC FRET	TbHK1 inh	RBBP9 inh	Furin inh	NCF1 inh
51	COc1ncnc2c1oc1nc(C(C)C)c3c(c12)CC(C)(C)OC3	4	-5	-17	-5	-1	-8	-6	-23	-10
52	COc1ccc(C(CNC(=O)Cc2cc(OC)c(OC)c(OC)c2)N2CCCC2)cc1 (stereo not given)	3	-3	/	/	1	4	-2	-17	/
53	Fc1ccccc1N1CCN(Cc2nc(-c3ccccc3)no2)CC1	-3	0	-25	-3	-2	3	-5	-13[20 µM]	-9
54	Cc1ccc(NC(=O)c2ccc3snnc3c2)cc1	6	/	-10	-8	/	-5	-11	-30	4
55	Cc1ccc(NC(=O)N[C@@H](CC(C)C)C(=O)O)c(C)c1	-5	2	21	3	-1	-4	-16	-17	4
56	Cc1noc(C)c1S(=O)(=O)Nc1c(C)n(C)n(-c2ccccc2)c1=O	0	0	0	-2	-4	0	6	0[20 µM]	3
57	O=c1c2ccccc2c(C=Nc2ccc(O)cc2)c(O)n1Cc1ccccc1	9	-80	-31	-18	-79	-15	-1	-24	-82
58	COc1ccc(OCCSc2nc(C)nc3ccccc23)cc1	-5	-9	-8	-3	-12	-9	-3	-19	-11
59	CC(C)CN(CC(C)C)CC(O)COc1ccc([N+](=O)[O-])cc1 (stereo not given)	5	-4	13	-10	-6	-7	-3	-1	2

# 4 compounds drawn at random from those above:
cpd	SMILES	p97 ATPase inh	Runt-CBFb FRET	Calpain2 inh	EBV gp42 block	Runt-SMMHC FRET	TbHK1 inh	RBBP9 inh	Furin inh	NCF1 inh
54	Cc1ccc(NC(=O)c2ccc3snnc3c2)cc1	6	/	-10	-8	/	-5	-11	-30	4
59	CC(C)CN(CC(C)C)CC(O)COc1ccc([N+](=O)[O-])cc1 (stereo not given)	5	-4	13	-10	-6	-7	-3	-1	2
56	Cc1noc(C)c1S(=O)(=O)Nc1c(C)n(C)n(-c2ccccc2)c1=O	0	0	0	-2	-4	0	6	0[20 µM]	3
52	COc1ccc(C(CNC(=O)Cc2cc(OC)c(OC)c(OC)c2)N2CCCC2)cc1 (stereo not given)	3	-3	/	/	1	4	-2	-17	/

# Bioassay records from PubChem BioAssay.
